M1 ag: activates human CHRM1 receptor | P11229 | CHO-K1 hM1, Fluo-8 calcium fluorescence, agonist mode; 0% DMSO, 100% acetylcholine EC100 | activation, % at 3 µM | 0.33% of 360,000 active | AID 588814;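 active = activation above the run's mean compound activation plus 3 SD, cut at about 16% in these data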;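 also: peak over basal fluorescence ratio within a 140 s kinetic read after compound addition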
Target sequence (P11229 whole entry, looked up): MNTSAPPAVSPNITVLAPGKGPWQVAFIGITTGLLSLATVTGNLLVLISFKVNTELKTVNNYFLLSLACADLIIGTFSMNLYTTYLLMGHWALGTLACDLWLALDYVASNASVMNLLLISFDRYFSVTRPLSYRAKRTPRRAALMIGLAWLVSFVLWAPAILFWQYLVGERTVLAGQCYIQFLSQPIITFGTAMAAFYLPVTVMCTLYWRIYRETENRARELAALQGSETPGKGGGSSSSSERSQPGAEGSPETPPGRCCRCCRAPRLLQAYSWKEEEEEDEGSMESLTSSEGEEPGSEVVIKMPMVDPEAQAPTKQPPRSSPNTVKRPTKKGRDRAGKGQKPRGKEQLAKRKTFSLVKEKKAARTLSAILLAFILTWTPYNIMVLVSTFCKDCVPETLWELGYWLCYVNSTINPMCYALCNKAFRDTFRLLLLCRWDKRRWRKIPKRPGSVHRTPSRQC
OXTR potentiate: potentiates the human oxytocin receptor response; 0.061% of 320,000 active; CHO-OTR cells, Fluo-8 calcium fluorescence, potentiator mode; 0% = oxytocin EC15, 100% = EC100; AID 2445; activation, % at 3 µM; P30559;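 active = activation above that plate's cutoff, the mean activation of tested compounds plus 3 SD, cut at about 6.6% in these data, passing the limit was not always enough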;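 also: 100% uses oxytocin at 75 nM as the full agonist control; some results filed as inactive read as strong as hits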
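System: human OTR in CHO cells / Also added: sub-maximal oxytocin, roughly EC15 / Control set: EC15 oxytocin low, 75 nM oxytocin high / Schedule: 6 min compound pre-incubation at room temperature, 100 s kinetic read / Compound: single-point 3.0 µM / Replication: singlicate / Technique: Fluo-8 calcium dye fluorescence / Read-out basis: % activation of max/min ratio relative to oxytocin controls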
M1 antag: human CHRM1 antagonism. P11229. inhibition, % at 3 µM. 1.3% of 360,000 active. CHO-K1 hM1, Fluo-8 calcium fluorescence, ACh EC80 antagonist. AID 588852;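 active = percent inhibition above its own plate's cutoff, namely the mean of that plate's compound wells plus 3 SD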;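 also: peak over basal fluorescence ratio during 140 s after agonist addition; 0% = ACh EC80 plus DMSO and 100% = DMSO alone without agonist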
TAAR1 antag: human TAAR1 antagonism; Q96RJ0; CHO RD-HGA16 TAAR1, Fluo-8 calcium fluorescence, antagonist; inhibition, % at 3 µM; 1.5% of 360,000 active;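 active = inhibition above a per-plate cutoff, the mean inhibition of test compounds on that plate plus 3 SD, cut at about 49% in these data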;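 also: 0% = DMSO plus EC80 beta-PEA response and 100% = DMSO alone without agonist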
Target sequence (Q96RJ0 whole entry, looked up): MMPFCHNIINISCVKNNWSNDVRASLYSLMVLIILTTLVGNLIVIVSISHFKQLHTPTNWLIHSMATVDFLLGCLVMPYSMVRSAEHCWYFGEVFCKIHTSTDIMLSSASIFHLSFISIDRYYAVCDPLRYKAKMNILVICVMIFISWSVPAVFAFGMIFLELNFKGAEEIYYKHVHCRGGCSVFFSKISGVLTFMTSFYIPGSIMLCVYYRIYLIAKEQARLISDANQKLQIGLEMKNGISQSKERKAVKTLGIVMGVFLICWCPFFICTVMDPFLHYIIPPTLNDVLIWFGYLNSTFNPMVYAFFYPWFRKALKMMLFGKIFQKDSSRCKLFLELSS
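Test system: RD-HGA16 CHO cells with stable hTAAR1 and Gα16 / Probe or stimulus: EC80 β-phenethylamine stimulus / Times: seeding 17-24 h prior, 75-min 37 °C, 30-min RT dye loading / Detection: Fluo-8 calcium-sensitive fluorescence / Read-out basis: % inhibition scaled between DMSO and EC80 PEA controls / Repeats: singlicate, one well per test compound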
CHO parental Ca: counter-screen for OX1R antagonists: effect in parental CHO cells; parental CHO-K1, ATP-induced calcium, Fluo-8 fluorescence; inhibition, % at 5.6 µM; 0.63% of 330,000 active; AID 463079;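 active = inhibition above that plate's mean sample inhibition plus 3 SD, cut at about 26% in these data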;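 also: 0% = ATP-challenged DMSO wells and 100% = DMSO wells without ATP; some compounds past the cut are filed as inactive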
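Assay system: untransfected parental CHO cell line. Also added: ATP agonist challenge. Dosing: one dose, 5.6 µM nominal. Measured by: Fluo-8 fluorescence. Read-out: % inhibition. Benchmarks: ATP wells versus no-ATP DMSO wells. Repeats: no replicates.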
M1 ag parental: M1 agonist counterscreen hit in parental CHO-K1 cells; Fluo-8 calcium fluorescence; scaled to maximal ATP response, vehicle zero; activation, % at 3 µM; 0.48% of 360,000 active; AID 602248; in the data active = activation above about 15%;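 also: untransfected CHO-K1 host cells lacking M1 receptor as counterscreen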
CHO-K1 Ca antag: nonselective inhibitor or artifact in parental CHO-K1 cells; ATP-induced calcium, Fluo-8 fluorescence; inhibition, % at 3 µM; 0.6% of 360,000 active;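 active = inhibition above a per-plate cutoff, the plate's mean sample inhibition plus 3 SD, cut at about 24% in these data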;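 also: 0% = DMSO plus EC80 ATP and 100% = DMSO alone without ATP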
M1 PAM parental: counter-screen for M1 PAMs: effect in parental CHO-K1 cells. activation, % at 3 µM. ATP EC20, Fluo-8 calcium fluorescence; 0% at ATP EC20, 100% at ATP max. AID 602247. 0.02% of 360,000 active;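 active = activation above the run cutoff, the mean activation of all test compounds plus 3 SD, cut at about 40% in these data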;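 also: peak over basal fluorescence ratio in a 140 s read after ATP addition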
TAAR1 ag: agonists of human TAAR1; Q96RJ0; CHO RD-HGA16 TAAR1, Fluo-8 calcium fluorescence; vehicle wells 0%, saturating PEA agonist 100%; activation, % at 3 µM; 0.99% of 360,000 active; AID 624467;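 active = activation above the mean activation of all test compounds in the run plus 3 SD, cut at about 38% in these data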
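Signal – calcium-sensitive Fluo-8 signal, excitation 470-495, emission 515-575 nm · System – RD-HGA16 (CHO) cells co-expressing Gα16 and hTAAR1 · Incubation – 17-24 h seeding, 75 min 37 °C dye, 30 min RT · Compound dosing – 3 µM single concentration · Repeats – no replicates (n 1)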
* marks the source's active call; other numbers are inactive results; x = not tested or not shown. The order is random; about 4.2% have a hit in one of these screens.

SMILES | M1 ag | OXTR potentiate | M1 antag | TAAR1 antag | CHO parental Ca | M1 ag parental | CHO-K1 Ca antag | M1 PAM parental | TAAR1 ag
O=C(CN(Cc1ccco1)S(=O)(=O)c1ccccc1)N/N=C/c1cccc(O)c1 | 2.0 | -9.3 | -25.4 | 2.2 | -19.9 | 0.4 | 8.9 | -4.1 | 6.4
c1cncc(CNc2nc(N3CCOCC3)nc(N3CCOCC3)n2)c1 | -1.3 | 2.4 | -5.6 | 9.8 | -6.1 | 0.2 | -28.1 | 5.6 | 9.7
N/C(=N\OC(=O)CC1CCCCC1)c1ccccc1 | -7.4 | -6.7 | -12.0 | -4.1 | -6.7 | 0.2 | -0.5 | 14.6 | -0.2
CC(=O)Nc1ccc(NC(=O)c2ccc(-c3ccnn3C)c3ccoc23)cc1 | 0.2 | x | -2.3 | 2.1 | x | 1.9 | -4.5 | 19.8 | 8.6
COc1ccccc1/C(C)=N/NC(=O)c1nnn(-c2nonc2N)c1C(C)C | 0.7 | -11.4 | -7.3 | -3.7 | -6.9 | 1.1 | -8.4 | 10.1 | 1.5
CCN(CC)S(=O)(=O)c1ccc(N2CCCCC2)c(NC(=O)c2ccncc2)c1 | -4.3 | -19.4 | -8.6 | -14.7 | -17.3 | 4.3 | -17.4 | 9.9 | 2.6
CCc1ccc(C(=O)N2CCN(c3ccc(NC(=O)c4cccnc4)cc3)CC2)cc1 | -2.1 | -14.1 | 10.4 | -10.3 | -11.3 | 2.5 | 5.4 | 1.4 | 1.6
O=C(O)c1cccc2c1C(=O)c1cccc3snc-2c13 | 0.8 | 1.5 | -28.4 | -15.3 | -11.1 | 0.1 | -6.4 | 12.9 | 1.1
O=C1Nc2ccc(Br)cc2C1=Nc1cccnc1 | -0.3 | 1.3 | -12.4 | 4.3 | -10.2 | 0.3 | -14.2 | 12.6 | 1.7
CCCCCCC(=O)Oc1cccc(C2=CC(=O)CC(C)(C)C2=O)c1 | -3.9 | x | -1.9 | -22.5 | x | -0.2 | -1.9 | -7.2 | -0.8
O=S(=O)(c1cccc(-n2cnnn2)c1)N1CCOCC1 | -2.2 | -0.9 | 2.5 | -4.5 | -6.6 | 0.5 | -18.4 | 18.4 | 18.4
Cc1nc(N)ncc1Sc1ccc(Cl)cc1 | -5.5 | -3.4 | -2.3 | 14.3 | -9.9 | 0.1 | -3.7 | 9.0 | 4.6

4 entries picked at random from those above, as already listed:
SMILES | M1 ag | OXTR potentiate | M1 antag | TAAR1 antag | CHO parental Ca | M1 ag parental | CHO-K1 Ca antag | M1 PAM parental | TAAR1 ag
COc1ccccc1/C(C)=N/NC(=O)c1nnn(-c2nonc2N)c1C(C)C | 0.7 | -11.4 | -7.3 | -3.7 | -6.9 | 1.1 | -8.4 | 10.1 | 1.5
CC(=O)Nc1ccc(NC(=O)c2ccc(-c3ccnn3C)c3ccoc23)cc1 | 0.2 | x | -2.3 | 2.1 | x | 1.9 | -4.5 | 19.8 | 8.6
O=C(O)c1cccc2c1C(=O)c1cccc3snc-2c13 | 0.8 | 1.5 | -28.4 | -15.3 | -11.1 | 0.1 | -6.4 | 12.9 | 1.1
CCCCCCC(=O)Oc1cccc(C2=CC(=O)CC(C)(C)C2=O)c1 | -3.9 | x | -1.9 | -22.5 | x | -0.2 | -1.9 | -7.2 | -0.8

Following part:
SMILES | M1 ag | OXTR potentiate | M1 antag | TAAR1 antag | CHO parental Ca | M1 ag parental | CHO-K1 Ca antag | M1 PAM parental | TAAR1 ag
CS(=O)(=O)N(CC(=O)NCc1ccncc1)Cc1ccc(Cl)cc1 | -2.5 | x | -17.4 | -18.5 | x | -0.1 | -2.9 | 10.4 | 3.2
CCN1CCN(C(=O)CN(c2ccc(C)cc2)S(C)(=O)=O)CC1 | -2.6 | -13.6 | -10.1 | -4.7 | -6.8 | 0.1 | -1.2 | 14.8 | 2.2
O=C(CC1C(=O)NCCN1Cc1ccoc1)NCCCn1ncc2ccccc21 (stereo not given) | -4.6 | -11.3 | 0.6 | 4.4 | -13.5 | -0.6 | -8.0 | 3.1 | 1.6
Cc1cccc(C)c1NC(=O)C(=O)NCCc1c[nH]c2ccccc12 | 17.3* | -8.6 | -31.6 | 5.2 | -11.9 | 8.0 | -14.7 | 18.2 | 45.6*
O=C(Nc1nc(N2C(=O)c3ccccc3C2=O)n(-c2ccccc2)n1)c1ccccc1 | -4.0 | -4.1 | 13.1 | 1.7 | 3.0 | -0.2 | 11.4 | -6.9 | 7.4
CCN(CC)CCNC(=O)c1ccc(NC(=O)Cc2cccc3ccccc23)cc1 | -12.3 | -7.3 | 13.7 | -0.4 | -11.1 | 0.1 | -11.7 | 1.1 | 5.4
Cc1cccc(C(=O)OCC(=O)NC(C)CCc2ccccc2)c1 (stereo not given) | -7.0 | -2.2 | -6.4 | -28.2 | -16.5 | 0.8 | -11.6 | 13.9 | -2.6
O=C(CSc1nncs1)NC(=O)NCc1ccco1 | -2.0 | -4.3 | -9.1 | -7.4 | -5.8 | 0.2 | -14.2 | 15.9 | 5.0
CCCc1cc(=O)oc2cc(OCC(=O)NCC(O)c3ccccc3)ccc12 (stereo not given) | -1.6 | -5.9 | -10.1 | -18.2 | -14.8 | 2.5 | -13.7 | 5.2 | 1.3
C#Cc1ccc([C@H]2C=C(C(=O)NCc3nc4ccccc4[nH]3)O[C@@H](OCc3ccc(CO)cc3)C2)cc1 | 1.2 | -6.7 | -8.0 | 27.8 | -25.2 | -0.7 | -11.6 | 4.1 | 13.5
O=C(CCCc1nc2ccccc2s1)NC(c1ccccc1)c1ccccc1 | -9.4 | -8.8 | 3.8 | -20.8 | -17.7 | -0.1 | 2.6 | 1.1 | 6.0
Nc1c(-c2ccccc2)c(CSc2nc3ccccc3[nH]2)nn1-c1cccc(Cl)c1 | -7.4 | -6.1 | -6.5 | 35.3 | -25.4 | 1.2 | -11.7 | 23.2 | 0.0
CCOC(=O)C(Cc1ccccc1)C(=O)Nc1nccs1 (stereo not given) | -2.6 | -14.8 | -9.3 | -4.4 | -3.4 | 1.0 | -10.2 | 18.1 | 3.3
COc1cccc(N2CCN(C(=O)c3ccc(CS(=O)c4ccccc4Cl)o3)CC2)c1 (stereo not given) | 2.9 | -13.2 | 1.6 | 16.0 | -26.5 | 9.8 | 3.6 | 21.3 | 6.1
COc1ccc2nc(C)cc(SCC(=O)N/N=C/c3cccc4ccccc34)c2c1 | -5.5 | -2.3 | 6.0 | 7.7 | -13.7 | -0.1 | -14.0 | 6.0 | 6.5
C=CCSc1nnc(N2C(=O)C(O)=C(C(=O)c3ccco3)C2c2ccc(F)cc2)s1 (stereo not given) | 0.5 | -11.9 | -1.0 | -27.6 | 2.3 | 0.3 | -3.0 | -4.8 | 0.2
Cc1nn(-c2ccc(F)cc2)c(C)c1NS(=O)(=O)c1ccc(Cl)cc1 | -5.0 | -15.8 | -6.7 | -20.0 | -21.8 | -0.3 | 1.2 | -2.6 | -0.2
CCOc1ccc(OCC)c(NC(=O)c2[nH]c(C)c(C(C)=O)c2C)c1 | -4.7 | -6.6 | -8.7 | -16.9 | -22.0 | 0.1 | -3.9 | 11.4 | 7.7
C[C@H](CO)NC(=O)[C@H](C)[C@@H]1C[C@@]1(C)[C@@H](NC(=O)OCc1ccccc1)c1ccccc1 | -3.6 | -8.7 | -9.3 | 2.7 | -15.9 | 0.6 | -8.2 | -1.9 | 4.9
CN(CC(=O)Nc1ccc(Cl)c(Cl)c1)CC(=O)N1CCc2ccccc21 | -6.2 | x | -3.8 | -5.2 | x | 0.8 | -2.8 | -4.0 | -1.7
COc1ccc(N(CC(=O)NCCSCc2ccccc2C)S(=O)(=O)c2ccccc2)cc1 | -3.0 | -15.5 | 12.9 | 51.6* | -26.1 | 1.7 | 1.2 | -1.1 | 4.7
CC(NC(=O)C(=O)N1CCCCC1)C(c1cccs1)N1CCN(c2ccccc2F)CC1 (stereo not given) | -2.7 | -3.1 | -3.4 | -1.9 | -13.6 | 1.4 | -21.0 | 23.9 | 2.6
COc1ccc(Cl)cc1S(=O)(=O)NCc1nc2nc(C)cc(C)n2n1 | -9.0 | 2.2 | -16.3 | 1.2 | 5.6 | 0.4 | -8.2 | 20.3 | 1.3
Cc1c(NC(=O)C(C)OC(=O)c2cc3c4ccccc4n(C)c3s2)c(=O)n(-c2ccccc2)n1C (stereo not given) | -5.2 | -9.0 | -1.6 | -12.8 | -23.3 | -0.9 | -13.1 | 9.3 | 1.1
CSc1c2c([nH]c(=O)c1C#N)-c1ccccc1CC2 | 0.5 | x | -2.8 | -2.3 | x | 0.9 | -3.4 | 11.6 | -1.1
O=C(NCCNC(=O)c1ccc(Br)o1)c1ccc(Br)o1 | -3.6 | -4.7 | -1.6 | 0.7 | 0.3 | 0.2 | -5.5 | 10.2 | 3.4
CSc1ccccc1OCc1cc(C(=O)N2CCN(Cc3nccn3C)CC2)no1 | -6.7 | -0.5 | 12.4 | -12.9 | -13.5 | -0.2 | 12.6 | -20.4 | 1.6
Cc1cc(-c2ccc3ccccc3c2)n2ncnc2n1 | -4.0 | -6.2 | -13.9 | 6.7 | -15.0 | 0.2 | -18.6 | 22.7 | 0.0
C=CCN(CC=C)CCOc1ccccc1F | -9.6 | -1.0 | -1.4 | -6.0 | -6.8 | 0.3 | 0.9 | 10.2 | 0.6
CC[C@]12c3[nH]c4cc(CCC(=O)N(C)C)ccc4c3CCN1C(=O)[C@@H](CC(=O)NCCCN(C)C)C[C@@H]2C(=O)N1CCN(C(=O)c2ccco2)CC1 | -9.9 | x | -15.6 | 1.2 | -12.2 | 0.5 | -10.8 | 7.9 | 2.3
COc1cc(/C=C2/SC(=S)NC2=O)ccc1OS(=O)(=O)c1ccc(C)cc1 | -0.1 | -17.7 | 11.5 | x | 6.3 | 10.8 | 24.8* | -4.0 | x
N#Cc1c(SCC(N)=O)nsc1SCc1ccc(Cl)cc1 | -4.7 | -8.7 | -9.0 | 29.6 | -9.3 | 4.2 | -8.8 | 14.5 | 8.5
CC(C)CC(=O)NC(C)C(c1cccs1)N1CCOCC1 (stereo not given) | -3.5 | 3.9 | -2.6 | -2.2 | -25.1 | 1.0 | -13.7 | 22.6 | -2.3
O=C1CC(N2CCN(c3nc4ccccc4s3)CC2)C(=O)N1c1ccc(F)cc1 (stereo not given) | -1.5 | -1.7 | 3.1 | -9.3 | -10.3 | 1.1 | 14.8 | -2.1 | 11.7
